# From PubChem BioAssay
# GASC-1 inh = blocks human GASC-1 demethylase activity; Q9H3R0; inhibition, % at 2.35 µM; 330,000 compounds, 0.069% hits; GST-JMJD2C(1-420) H3K9me3 demethylation, DELFIA europium;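 active = more than half of a compound's replicate wells show inhibition beyond 50%, single wells judged on their own value; inconclusive = some, but no more than half, of replicates pass 50% inhibition; inactive = no replicate passes 50% inhibition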;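 also: signal counts dimethyl H3K9 product captured on neutravidin plate; 0% = median of DMSO wells and 100% = 0.3 times that DMSO median; strong numbers were not always called active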
# Target sequence (Q9H3R0 1-420 limits assumed): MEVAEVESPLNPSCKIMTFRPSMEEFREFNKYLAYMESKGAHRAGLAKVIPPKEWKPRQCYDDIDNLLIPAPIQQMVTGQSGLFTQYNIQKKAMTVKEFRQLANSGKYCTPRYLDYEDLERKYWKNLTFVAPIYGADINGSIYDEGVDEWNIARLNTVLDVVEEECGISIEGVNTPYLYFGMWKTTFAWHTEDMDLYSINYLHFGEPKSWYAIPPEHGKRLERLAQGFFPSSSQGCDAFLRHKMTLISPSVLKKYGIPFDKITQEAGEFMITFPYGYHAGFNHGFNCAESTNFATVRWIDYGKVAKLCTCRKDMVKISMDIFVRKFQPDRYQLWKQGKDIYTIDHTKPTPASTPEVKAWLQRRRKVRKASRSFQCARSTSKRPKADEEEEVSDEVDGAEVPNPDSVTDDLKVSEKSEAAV
# PP5 primary = PP5 (human) phosphatase inhibition. P53041. purified PP5c, OMFP substrate fluorescence. inhibition, % at 6.7 µM. 320,000 compounds, 0.18% hits;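 active = inhibition above the campaign's mean inhibition across all tested compounds plus 3 SD, cut at about 9.5% in these data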;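 also: 0% = DMSO only and 100% = 100 µM cantharidin control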
# Fh CTSL1 inh = counter-screen for PFM18AAP inhibitors: inhibitors of F. hepatica cathepsin L1; inhibition, % at 5.96 µM; AID 1906; 300,000 compounds, 0.49% hits; recombinant F. hepatica cathepsin L1, Z-Leu-Arg-MCA fluorescence;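 active = inhibition above the mean of all tested compounds plus 3 SD, set per screening campaign, cut at about 17% in these data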;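 also: 0% = plate median of test compound wells and 100% = 1 µM Z-Phe-Ala-diazomethylketone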
# HCV core dimer = HCV core protein dimerization inhibition | inhibition, % at 5 µM | 300,000 compounds, 0.33% hits | AID 1899 | TR-FRET GST/Flag-core106 dimerization, 1536-well;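 active = inhibition above the mean of all tested compounds plus 3 SD, set per screening campaign, cut at about 45% in these data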
#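 System: GST/Flag-tagged HCV core106 proteins. Incubation: compound-protein-antibody incubation 4 h at 22.5 °C. Technique: HTRF with 340 nm excitation, 617/671 nm emission. Medium: KF-containing HEPES buffer, pH 7.45, DTT, CHAPS, BSA. Read-out: inhibition (%) from 671 over 617 nm ratio. Also added: Eu(K)-anti-GST 90 ng/mL plus XL665-anti-Flag 1 µg/mL.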
# procasp7 counter = counter-screen: procaspase-7 (human) activation; P55210; recombinant procaspase-7, Ac-DEVD-pNA absorbance 405 nm; D23A/D198A/D206A triple mutant, cannot self-cleave; scale: DMSO 0, 5 µM enzyme 100; activation, % at 8.5 µM; 330,000 compounds, 0.093% hits;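 active = percent activation above the screen-wide mean plus 3 SD, cut at about 25% in these data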
# Target sequence (P55210 whole entry D23A/D198A/D206A): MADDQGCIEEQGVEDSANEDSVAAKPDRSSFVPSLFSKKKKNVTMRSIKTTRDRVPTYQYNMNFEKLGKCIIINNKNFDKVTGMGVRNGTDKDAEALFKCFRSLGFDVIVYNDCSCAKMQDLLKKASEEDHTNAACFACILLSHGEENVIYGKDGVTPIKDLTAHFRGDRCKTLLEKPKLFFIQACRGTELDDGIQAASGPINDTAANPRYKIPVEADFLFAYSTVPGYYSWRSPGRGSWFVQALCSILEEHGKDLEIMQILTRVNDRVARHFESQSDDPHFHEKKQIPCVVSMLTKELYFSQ
#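 Test system: Procaspase-7 triple mutant (PC-7 D3A). Also added: Ac-DEVD-pNA substrate, 400 µM as added. Schedule: 1 h enzyme–compound preincubation and 2 h substrate reaction, both 25 °C. Signal: p-Nitroaniline absorbance at 405 nm, read at 0 and 120 min. Control set: low DMSO alone, high DMSO plus 5 µM PC-7.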
# proCasp3 act = procaspase-3 (human) activation. recombinant procaspase-3 D3A, Ac-DEVD-pNA absorbance 405 nm. activation, % at 8.5 µM. 330,000 compounds, 0.11% hits. AID 463141;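 active = activation above the mean of all tested compounds plus 3 SD, cut at about 21% in these data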;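 also: 0% = DMSO alone and 100% = DMSO wells spiked with extra 5 µM PC-3 D3A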
# Target sequence (P42574 whole entry D9A/D28A/D175A): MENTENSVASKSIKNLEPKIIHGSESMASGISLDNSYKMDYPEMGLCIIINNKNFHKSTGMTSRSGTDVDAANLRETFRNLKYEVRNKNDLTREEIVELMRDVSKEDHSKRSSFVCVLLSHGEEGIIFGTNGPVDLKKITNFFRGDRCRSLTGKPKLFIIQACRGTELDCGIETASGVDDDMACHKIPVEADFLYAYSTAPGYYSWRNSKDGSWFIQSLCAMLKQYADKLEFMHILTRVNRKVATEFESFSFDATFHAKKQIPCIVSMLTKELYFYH
#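 Technique: 405 nm absorbance of p-nitroaniline, reads at 0 and 120 min; Test system: Procaspase-3 D3A mutant; Incubation: 1 h enzyme-compound preincubation, then 2 h substrate reaction, 25 °C; Repeats: singlicate, each compound tested once; Benchmarks: low control DMSO wells, high control DMSO plus 5 µM PC-3 D3A.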
# TPT1 inh = blocks Candida albicans tRNA 2'-phosphotransferase; recombinant caTPT1, FP RNA substrate dephosphorylation; inhibition, % at 5 µM; 300,000 compounds, 0.81% hits;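 active = inhibition above the mean of all tested compounds plus 3 SD, set per screening campaign, cut at about 24% in these data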;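 also: plate controls were DMSO alone for no effect and ferristatin control at 100 nM for full effect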
# Efflux pump mplx = antifungal efflux pump inhibition, Nile Red retention. S. cerevisiae Candida pump triplex. inhibition, % at 10 µM. 330,000 compounds, 0.44% hits;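 active = plate passing quality check with inhibition over a set limit, or well fluorescence over plate mean plus 4 SD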;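 also: Nile Red retained in pooled yeast measured as flow cytometry median fluorescence; 0% = buffer negative control and 100% = Enniatin B positive control; higher means more Nile Red kept so more efflux inhibition; some compounds called inactive have numbers as strong as hits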
# PP1 counter = blocks human PP1-alpha phosphatase, a PP5 counter-screen | purified PP1alpha, OMFP fluorescence | P62136 | 320,000 compounds, 0.9% hits | inhibition, % at 6.7 µM | AID 2235;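 active = inhibition above the mean inhibition of all tested compounds plus 3 SD, computed separately for each screening campaign, cut at about 15% in these data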
# * marks the source's active call; other numbers are inactive results; ? = inconclusive; · = no result given; & = joins results of further samples.
SMILES,GASC-1 inh,PP5 primary,Fh CTSL1 inh,HCV core dimer,procasp7 counter,proCasp3 act,TPT1 inh,Efflux pump mplx,PP1 counter
C/C(=C\c1cc(C(=O)O)c(C)o1)CO,8,-0.2,-4,-4,-9,-1,-4,0.1,-3
CCC(C)[C@H](NC(=O)[C@H](Cc1ccccc1)n1c(=O)[nH]c2ccccc2c1=O)C(=O)N1CCC[C@@H]1C(=O)O (stereo partly specified),?,1.0,4,2,-14,3,-6,-0.3,-4
O=C(CNS(=O)(=O)c1cccc(C(F)(F)F)c1)NC1CCCCCC1,0,·,·,·,11,1,·,0.0,·
COC(=O)c1cccc(NC(=O)c2ccccc2)c1,4,-2.0,-2,-2,3,9,-3,-0.1,-2
Cn1cccc1/C=N/N1CCN(Cc2cccc3ccccc23)CC1,1,-0.9,-3,-3,-21,-11,-3,0.0,-3
COc1ccc(NC(=O)Nc2ccccn2)cc1OC,1,-0.2,-2,1,-6,-4,2,0.1,-1
CSc1ccccc1NC(=O)Cc1ccccc1,-2,-2.8,-1,0,-1,3,-1,0.0,-4
O=C(Nc1ccccc1OC(F)F)c1cccc(S(=O)(=O)N2CCCC2)c1,-1,3.4,-4,-9,-5,3,-6,0.3,-8
Cc1ccc(-c2csc(NC(=O)C3=NN(C4CCS(=O)(=O)C4)C(=O)CC3)n2)cc1 (stereo unspecified),31,-1.6,-2,7,-3,4,-1,0.0,1
COc1ccc(-c2cc(C(F)(F)F)n3ncc(C(=O)O)c3n2)cc1OC,-34,-1.9,4,-3,4,-1,3,0.0,-2
CCc1cc(C(=O)N2CCN(c3ncccn3)CC2)sc1C,16,-0.5,0,2,1,-9,1,0.0,-1
Cc1cc(C)nc(CCNC(=O)CC2C(=O)NCCN2Cc2ccccc2)n1 (stereo unspecified),-19,-1.6,0,-4,2,2,-4,0.0,-3
Cc1ccc(CNC(=O)CSc2nnc3n2CCCCC3)cc1,6,-1.0,·,·,2,1,·,0.1,-2
COc1ccc(N2CCN(C(=O)COC(=O)/C=C/c3ccc(OC(F)F)cc3)CC2)cc1,0,0.1,-10,3,16,3,2,0.0,-7
O=C(Nc1ccn(Cc2c(F)c(F)c(F)c(F)c2F)n1)c1cccc(Cn2cc([N+](=O)[O-])cn2)c1,-1,3.2,4,9,-11,5,3,0.5,2
COc1ccc(Cl)cc1NC(=O)CSc1nncn1-c1cccnc1,0,0.6,0,1,17,0,-6,-0.1,-2
Cc1sc(NC(=O)C2CCCCC2C(=O)O)c(C(N)=O)c1-c1ccc(C(C)(C)C)cc1 (stereo unspecified),-4,4.5,3,17,-7,2,-4,-0.1,8
O=S(=O)(c1ccc(F)cc1)N1CCN(CC(O)COc2ccccc2F)CC1 (stereo unspecified),-11,1.8,-1,-1,20,-1,0,0.3,-1
COc1ccc(C(C)(C)C)cc1NC(=O)COc1ccc(-c2nnco2)cc1,8,·,·,·,2,7,·,0.3,·
Oc1ccc(C=Nc2cccc3ccccc23)c(O)c1,2,0.0,0,-4,-5,-11,-1,-0.2,2
O=C(O)c1ccc(OCC(O)Cn2cnc3ccccc32)cc1 (stereo unspecified),10,-2.7,-3,0,-8,4,2,0.1,-5
O=C(O)c1nn(-c2cccc(Cl)c2)c(=O)cc1O,14,3.5,-2,5,1,13,0,0.0,-3
COc1ccc(NC(=O)c2cc(Br)ccc2Cl)c(OC)c1,12,0.5,0,-7,-3,-4,-2,-0.3,1
COc1ccc(NC(=O)CC2C(=O)N(c3ccc(Cl)cc3)C(=S)N2CCc2ccccn2)cc1 (stereo unspecified),-9,2.2,1,-1,-5,0,-2,-1.4,1
Cc1cc(C)cc(OCC(=O)NNC(=O)c2cc(C)[nH]n2)c1,0,-8.8,-3,-3,-2,-2,-4,-0.1,13

# (list continues)
SMILES,GASC-1 inh,PP5 primary,Fh CTSL1 inh,HCV core dimer,procasp7 counter,proCasp3 act,TPT1 inh,Efflux pump mplx,PP1 counter
CCCC(=O)Nc1cccc(NC(=O)c2ccc3c(c2)OCO3)c1,-3,2.3,-6,4,6,2,1,0.6,0
NC(=O)C[C@@H]1NC(=O)CNC(=O)c2cc([N+](=O)[O-])cc(I)c2NCCC(C(N)=O)NC1=O (stereo partly specified),-10,2.5,1,-5,-6,-4,0,-0.1,-4
Cc1ccc(S(=O)(=O)Nc2ccc(S(=O)(=O)Nc3nccs3)cc2)c([N+](=O)[O-])c1,-2,3.8,-2,7,0,-3,3,-0.3,2
COc1ccc(CCC(=O)OCC(=O)Nc2ccc3[nH]c(=O)[nH]c3c2)cc1,99,-2.4,-3,1,10,5,-1,-0.1,-2
CCN(C(=O)c1ccco1)c1nnc(-c2cccnc2)s1,1,1.9,2,11,-4,2,-3,-0.1,-4
Cc1ccc(-c2[nH]ncc2C(=O)c2ccccc2C)c(O)c1,-1,1.6,-4,-8,14,5,0,0.0,2
Cn1c(=O)[nH]c2nc[nH]c2c1=O,-10,3.9,0,-15,-2,4,-2,0.0,-8
Cc1cc(Cl)ccc1NC(=O)CSc1nnc(Cc2cccs2)n1Cc1ccco1,12&-4,-0.1,3,19,8,2,4,0.2,4
O=C(CCn1c(=O)c2sccc2n(Cc2cc(=O)n3ccccc3n2)c1=O)NCc1ccco1,-8,2.5,2,-4,-5,-2,-2,-0.3,-4
CCOc1ccc(CNC(=O)C2CCN(S(=O)(=O)N3CCCC3)CC2)cc1OC,14,2.9,6,-5,12,-3,-2,0.2,-1
Fc1ccc(COc2ccc(Br)cc2CNCC2CCCO2)cc1 (stereo unspecified),-6,-2.1,-2,3,1,1,-2,-0.1,5
Cc1ccc(/C=N/NC(=O)Cc2cccn2C)s1,4,-1.2,6,0,-1,-5,-1,-0.2,-1
N#CC(c1nc2ccccc2nc1N1CCCC1)S(=O)(=O)c1ccccc1 (stereo unspecified),-1,1.0,0,8,-26,-8,1,0.0,8
COc1ccc(-c2nc(CS(=O)(=O)CC(=O)NCCCN3CCN(C)CC3)c(C)o2)cc1,-1,-0.5,0,-7,5,-9,0,-0.1,-2
COc1ccccc1-c1cnn2c(NC3CCCC3)cc(C)nc12,1,-1.5,0,9,1,-4,-2,0.0,-2
CC1CN(c2ccc(Oc3ccccc3)cc2)c2nc3c(c(=O)n(CC(N)=O)c(=O)n3C)n2C1 (stereo unspecified),-1&5,0.0,4,21,16,3,-2,0.0,0
Cc1onc(C(=O)NCc2cccs2)c1[N+](=O)[O-],4,-0.6,5,-5,4,-14,2,0.0,-2
Cc1nn(C)c(C)c1/C=N/O,-4,1.6,4,-1,12,0,0,0.0,-1
CCOc1cc(/C=C2/NC(=S)NC2=O)ccc1OCc1ccc([N+](=O)[O-])cc1,2,-0.8,-4,8,10,-2,2,0.0,1
CCCCc1cc(=O)oc2cc(C)cc(OCC(=O)NCC3CCC(C(=O)O)CC3)c12 (stereo unspecified),·,-0.5,-1,1,8,1,-2,0.0,-2
COc1ccc(/C=N/NC(=O)c2[nH]ncc2Br)c(OC)c1,4,0.9,2,-6,2,9,-1,0.0,-1
Cc1ccc(C)c(NC(=O)COC(=O)c2ccc3ccccc3n2)c1,-1,3.5,·,·,1,3,·,0.3,-1
CSc1nc(S(=O)(=O)c2ccc(C)cc2)c(Cl)s1,6,2.1,-10,-2,10,-7,0,0.2,-2
O=C(CSc1nnc(-c2ccncc2)n1CC1CCCO1)Nc1nccs1 (stereo unspecified),·,-3.3,2,-3,0,-9,1,-0.1,1
FC(F)(F)c1cccc(Sc2nc(-c3ccccc3)nnc2C(F)(F)F)c1,7,1.5,0,-4,0,7,-3,0.0,-3

# Of the compounds above, two have a tert-butyl group.
SMILES,GASC-1 inh,PP5 primary,Fh CTSL1 inh,HCV core dimer,procasp7 counter,proCasp3 act,TPT1 inh,Efflux pump mplx,PP1 counter
Cc1sc(NC(=O)C2CCCCC2C(=O)O)c(C(N)=O)c1-c1ccc(C(C)(C)C)cc1 (stereo unspecified),-4,4.5,3,17,-7,2,-4,-0.1,8
COc1ccc(C(C)(C)C)cc1NC(=O)COc1ccc(-c2nnco2)cc1,8,·,·,·,2,7,·,0.3,·

# (cont.)
SMILES,GASC-1 inh,PP5 primary,Fh CTSL1 inh,HCV core dimer,procasp7 counter,proCasp3 act,TPT1 inh,Efflux pump mplx,PP1 counter
COCCCNC(=O)Nc1ccc(F)cc1F,2,1.0,-3,3,3,1,0,-0.2,0
COc1ccc(NS(=O)(=O)c2cc(NC(=O)[C@@H](NC(N)=O)C(C)C)ccc2C)cc1,13,-0.6,5,0,9,-6,3,0.0,-2
COc1ccc(-c2noc(CCC(=O)NCCCN3CCN(c4ccccc4F)CC3)n2)cc1,-9,4.3,-2,3,4,-2,1,-0.1,2
COc1ccc(CN2C(=O)c3ccccc3C(/C=N/OCc3ccc(Cl)cc3)C2=O)cc1 (stereo unspecified),-3,4.1,1,29,-2,5,43*,0.1,10
CCOc1ccccc1NC(=O)CC1SC(=N)N(c2ccccc2)C1=O (stereo unspecified),-13,0.1,4,0,10,3,-2,-0.1,-2
N#CCC(=O)Nc1ccc(C(=O)NCCc2c[nH]c3ccccc23)cc1,12,1.5,-3,22,-9,1,6,-0.2,-2
O=C(O)CC(CC(=O)N1CCOCC1)c1ccccc1 (stereo unspecified),-3,0.7,0,5,2,-1,-4,0.1,-3
CC(=O)Nc1cccc(NC(=O)CS(=O)(=O)c2cn(CC(=O)N3CCCC3)c3ccccc23)c1,1,2.2,-2,-2,5,12,-1,0.0,-7
CC1N/C(=C\C(=O)c2ccccc2)N(O)C1(C)C (stereo unspecified),-3,0.6,3,-2,0,-3,-4,0.0,-1
CS(=O)(=O)N1CCC(C(=O)Nc2cc(Cl)cc(Cl)c2)CC1,6,2.8,-2,-4,11,5,-5,0.3,-2
O=C(CCc1ccc(O)cc1)c1c(O)cc(O)cc1O,3,2.5,0,10,-1,8,-6,0.0,-8
Cc1ccc(C)c(OCCCCn2ccnc2)c1,8,1.2,-2,-5,4,-9,3,0.1,1
CC1CCN(S(=O)(=O)c2ccc(N=NC3=C(O)CC(C)(C)CC3=O)cc2)CC1,4,-0.5,4,4,-2,5,-1,0.1,-4
CC(C)Nc1nc(-c2cccnc2)nc(-c2ccc(Cl)cc2)c1C#N,8,-0.8,-8,11,-4,1,-6,0.1,-1
Cc1ccccc1NC(=S)N(CCCN1CCCCC1)Cc1ccco1,3,0.1,-3,-1,4,8,-2,-0.2,-6
O=C(COC(=O)CNC(=O)c1ccco1)NCCN1C(=O)CSC1=O,-5,1.2,-4,-3,-1,5,-5,0.1,2
CC1=C(C(=O)OC(C)C)C(c2ccc(Br)s2)NC(=O)N1 (stereo unspecified),2,0.1,2,2,9,-1,1,0.0,-4
O=[N+]([O-])c1cccc(/C(=N/N=C/c2ccccc2Br)C23CN4CN(CN(C4)C2)C3)c1,-1,2.4,-3,-2,9,-11,-8,0.2,-1
